Screening results: PubChem BioAssay, several laboratories
NPR1 activator: GC-A (human) enzyme activation | actives 0.14% (n = 370,000) | AID 1671463 | activation, % at 10 µM | HEK293 GC-A cells, cGMP TR-FRET, EC30 ANP; 0% at EC30 ANP, 100% saturating ANP | P16066; in the data active = activation above about 40%
NPR2 activator: GC-B (human) receptor activation; P20594; HEK293-GC-B cells, CNP EC30, cGMP TR-FRET; 0% at EC30 CNP, 100% saturating CNP; activation, % at 10 µM; actives 0.11% (n = 370,000);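 active = activation at 10 µM reaching about 35% in either raw or pattern-adjusted values, limit read from the data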
FXN GAA850 act: frataxin GAA850 promoter activation. HEK293 lucGAA850 FXN promoter luciferase reporter, 24 h; percent of 10 µM SAHA response. activation, % at 6 µM. actives 0.56% (n = 360,000). AID 540364;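 active = activation above the average of all compounds screened plus 3 SD, cutoff fixed separately per campaign, cut at about 7.5% in these data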;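 also: 0% = DMSO wells and 100% = 10 µM SAHA wells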
HGIII-sPLA2 inh: Blocks human group III sPLA2 activity; Q9NZ20; QFRET BODIPY PC-A2 liposome hydrolysis, fluorescence; inhibition, % at 12.2 µM; actives 0.56% (n = 370,000); AID 743126;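 active = inhibition above mean plus 3 SD of compounds lying within the high and low control bounds, cut at about 19% in these data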;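 also: 0% = median of test compound wells and 100% = no enzyme DMSO wells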
KLK7 zymogen act: proKLK7 (human) activation, primary screen; purified proKLK7, EDANS-DABCYL substrate fluorescence; 100% is mature enzyme control, 0% vehicle; actives 0.9% (n = 370,000); activation, % at 7 µM;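 active = activation above the mean of all tested compounds plus 3 SD, computed per campaign excluding outliers beyond control limits, cut at about 13% in these data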
ASAP1 GAP inh: inhibitors of human ASAP1 ArfGAP activity. actives 0.19% (n = 360,000). AID 624377. inhibition, % at 16.5 µM. Q9ULH1. ASAP1-stimulated ARF1 GTP hydrolysis, GDP FP detection; in the data active = inhibition above about 25%;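 also: 0% = vehicle with enzyme and substrate and 100% = no enzyme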
ADAM10 inh: inhibits human ADAM10. O14672. recombinant ADAM10, EDANS/DABCYL FRET peptide cleavage, 3 h. inhibition, % at 7 µM. actives 0.62% (n = 370,000);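 active = inhibition above a per-campaign cutoff equal to the mean of compounds falling between control-based bounds plus 3 SD, cut at about 20% in these data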;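 also: 0% = DMSO wells while the 100% control is not disclosed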
Target sequence (O14672 214-748 limits assumed): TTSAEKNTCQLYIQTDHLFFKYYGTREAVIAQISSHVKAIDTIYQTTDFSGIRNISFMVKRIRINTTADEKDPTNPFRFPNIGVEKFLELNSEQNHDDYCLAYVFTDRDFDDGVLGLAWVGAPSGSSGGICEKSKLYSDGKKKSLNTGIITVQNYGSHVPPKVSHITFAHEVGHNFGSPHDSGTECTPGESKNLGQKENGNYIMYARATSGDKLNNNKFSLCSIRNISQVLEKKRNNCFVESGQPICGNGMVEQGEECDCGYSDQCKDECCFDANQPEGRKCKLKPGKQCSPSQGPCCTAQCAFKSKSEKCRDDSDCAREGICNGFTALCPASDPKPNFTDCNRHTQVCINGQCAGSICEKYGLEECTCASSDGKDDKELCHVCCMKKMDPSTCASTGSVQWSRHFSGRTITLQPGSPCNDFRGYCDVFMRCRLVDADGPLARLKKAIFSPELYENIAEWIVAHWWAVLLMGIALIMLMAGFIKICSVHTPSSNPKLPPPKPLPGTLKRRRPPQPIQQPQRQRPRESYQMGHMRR
Tn6 DDE FP: DD(E)-Tn6 binding inhibition, primary FP screen. Fibrin DD(E) TRITC-Tn6 fluorescence polarization displacement. P02675. AID 720509. actives 0.21% (n = 370,000). inhibition, % at 8.3 µM;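 active = inhibition above a per-campaign cutoff: mean of compounds within control limits plus 3 SD, cut at about 15% in these data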;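 also: 0% = median of all compound wells on the plate and 100% = blocking peptide control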
Target sequence (P02675 whole entry, looked up): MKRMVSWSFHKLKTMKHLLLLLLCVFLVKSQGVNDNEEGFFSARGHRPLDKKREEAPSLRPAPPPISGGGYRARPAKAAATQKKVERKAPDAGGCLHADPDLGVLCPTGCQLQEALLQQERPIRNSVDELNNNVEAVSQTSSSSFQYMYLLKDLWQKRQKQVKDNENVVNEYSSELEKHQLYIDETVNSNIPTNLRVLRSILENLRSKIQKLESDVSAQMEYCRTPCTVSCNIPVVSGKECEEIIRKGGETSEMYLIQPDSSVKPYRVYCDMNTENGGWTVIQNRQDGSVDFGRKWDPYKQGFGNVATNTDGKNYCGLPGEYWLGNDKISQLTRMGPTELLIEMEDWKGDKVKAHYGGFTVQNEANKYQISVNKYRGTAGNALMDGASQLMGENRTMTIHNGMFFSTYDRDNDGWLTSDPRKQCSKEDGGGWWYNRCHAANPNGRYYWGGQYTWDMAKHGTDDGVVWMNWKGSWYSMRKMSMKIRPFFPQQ
rCAG binder: binds r(CAG) RNA repeats | inhibition, % at 3 µM | AID 651821 | r(CAG) RNA repeat, TO-PRO-1 dye displacement fluorescence | actives 1.3% (n = 370,000);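 active = inhibition above the plate cutoff, the mean of all test compounds on that plate plus 3 SD, cut at about 35% in these data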;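 also: 0% = DMSO alone and 100% = 100 µM mitoxantrone as full dye displacement; higher means more dye released from RNA so lower well fluorescence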
ARFGAP1 inh: rat ARFGAP1 inhibition; Q62848; Arfgap1-stimulated ARF1 GTP hydrolysis, GDP FP detection; AID 651572; inhibition, % at 16.5 µM; actives 0.26% (n = 360,000);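 active = inhibition above a per-plate limit, mean inhibition of low control wells plus 3 SD, cut at about 25% in these data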;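 also: 0% = DMSO wells with enzyme and 100% = wells lacking Arfgap1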
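Material – truncated rat Arfgap1 GAP domain · Buffer or medium – HEPES-based buffer, pH 7.5 · Reagent – human ARF1(Δ1-17)-GTP substrate · Dosing – 16.5 µM single point, 1.26% DMSO · Schedule – GTP hydrolysis reaction 2 h at 25 °C · Technique – GDP detection by fluorescence polarization · Benchmarks – No-Arfgap1 wells (100%) versus DMSO full-reaction wells (0%) · Repeats – single replicate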
An asterisk follows results filed as active; i = inactive; / = no result given.

SMILES	NPR1 activator	NPR2 activator	FXN GAA850 act	HGIII-sPLA2 inh	KLK7 zymogen act	ASAP1 GAP inh	ADAM10 inh	Tn6 DDE FP	rCAG binder	ARFGAP1 inh
CCOC(=O)c1c(C)sc2c1N(C(=O)CN1CCOCC1)c1cc(Cl)ccc1S2	-13.1	-11.0	1.0	2.3	0.6	-6.8	10.6	-10.4	-7.2	1.7
CC(C)(C)C1CCC(OCC(O)CN2CCN(c3ccccc3)CC2)CC1 (stereo not given)	3.9	2.2	0.1	-3.0	0.3	-5.3	4.5	4.2	-10.2	2.6
C[C@@H]1CN([C@@H](C)CO)C(=O)c2cccc(NC(=O)C3CCCCC3)c2O[C@@H]1CN(C)Cc1ccc(Cl)c(Cl)c1	-1.4	-8.2	-6.1	-12.8	-0.3	5.6	4.1	-3.3	-2.1	4.5
COc1cc(C(=O)NCC2CCCCC2)ccc1OCc1c(C)noc1C	5.0	2.1	-0.5	1.3	0.2	-11.7	-11.0	3.4	2.0	3.8
CCn1ccnc1CN(C)Cc1cn(C)nc1-c1ccccc1F	-0.3	1.3	1.4	0.5	0.0	-4.8	-5.5	-1.1	-2.7	-5.9
Cc1nc2c(=O)[nH]n(C)c2nc1C	-2.9	-3.6	-1.0	3.6	-0.2	-10.2	-4.6	-3.8	4.4	10.4
NS(=O)(=O)c1ccc(N/C=C/C(=O)c2ccc(Br)cc2)cc1	19.6	-2.8	3.1	-2.2	-0.3	-0.1	-26.8	-4.3	14.1	13.2
COc1ccc(C[C@H]2CN3C(=NC[C@@H]3C)N2CCNC(=O)CCC2CCCCC2)cc1	-2.5	2.9	-1.9	-3.7	0.4	2.9	17.8	-2.6	3.8	-2.3
C[C@H](OC(=O)n1ccnc1)[C@@H]1O[C@@]2(C)CCC[C@@H]1O2	1.6	9.3	-0.9	4.4	0.7	-11.6	13.1	0.2	-0.6	-2.9
O=C(NCc1ccc(OC(F)(F)F)cc1)C1CC(c2ccc(C(F)(F)F)cc2)=NO1 (stereo not given)	0.0	0.2	-0.1	6.5	-0.3	2.2	6.8	1.4	-3.6	-1.3
Cc1occc1-c1nnc(SCC(=O)NCC2CCCO2)n1C (stereo not given)	-3.1	0.1	-2.4	-3.4	0.1	-21.8	-4.0	7.9	4.2	-5.8
C=C[C@]1(C)C=C2C(=O)C[C@H]3C(C)(C)CCC[C@]3(C(=O)O)[C@@]2(O)CC1	2.0	-0.7	/	6.4	0.4	8.1	-7.3	5.7	-0.6	-1.1
COc1ccc(OC)c(NC(=O)C2(C)CCN2Cc2ccc(OC)c3ccccc23)c1 (stereo not given)	-10.7	-9.0	2.0	-11.8	0.0	-11.9	1.2	-3.0	5.5	-8.5
COc1ccccc1NC(=O)c1cnc(SCC(=O)NCCc2ccccc2)n(C)c1=O	6.1	-4.4	0.9	-1.1	0.8	4.0	-5.9	5.0	0.1	-7.0
O=c1c2ccccc2ncn1CCOCCOc1cccc(Br)c1	2.5	0.6	-0.2	-4.3	0.0	-1.6	3.5	3.0	-5.8	-1.2
Cc1[nH]nc(C(F)(F)F)c1N=NN1CCOCC1	1.4	-8.9	-3.8	-6.2	-0.4	13.8	-7.8	-6.7	0.3	-6.9
O=C(CCNC(=O)c1ccc(Cl)cc1)NCc1ccccc1Cl	-2.6	-3.4	-0.7	-0.6	-0.5	5.3	-16.3	-5.8	-10.0	16.4
O=C(O)C1(O)C[C@@H](O)C(O)[C@H](O)C1 (stereo not given in full)	5.7	4.3	1.8	8.3	0.7	-5.2	-6.1	-2.7	0.7	2.7
O=C(NNc1c2ccccc2nc2ccccc12)c1ccc(Cl)cc1	1.3	-11.1	2.6	12.7	-0.2	3.6	-72.8	0.8	9.7	9.7
CCOc1ccc(N(CC(=O)OC)S(=O)(=O)c2ccc(OC)c(OC)c2)cc1	3.3	5.0	1.2	0.2	0.1	2.9	-17.3	3.5	2.3	6.2
COc1ccc(CN2CCN(C(=O)c3cccc4ccccc34)CC2)c(OC)c1OC	-1.1	2.1	1.7	-0.8	-0.2	-3.7	-1.6	-13.7	-8.7	-1.4
O=C(COC(=O)Cn1nnc2ccccc21)NC1CCCC1	0.5	3.5	0.4	4.3	0.3	0.8	-2.8	5.4	-2.3	1.5
COc1ccc(C(=O)N/C(=C/c2cccs2)C(=O)NN)cc1OC	0.3	-3.7	1.0	0.3	-7.8	-11.1	6.3	3.4	11.4	9.1
CCc1ccccc1NC(=O)c1ccc(S(=O)(=O)NCC2CCCO2)cc1 (stereo not given)	-7.4	-5.3	0.9	7.6	0.6	-15.3	-5.5	6.8	4.4	1.0
Cc1nc2ccccn2c1C(=O)NNC(=S)Nc1ccccc1	1.4	2.7	1.4	11.2	4.5	-6.0	-42.7	2.5	3.4	3.8

Entries of single compounds as entered above:
Record of CCn1ccnc1CN(C)Cc1cn(C)nc1-c1ccccc1F = NPR1 activator: -0.3; NPR2 activator: 1.3; FXN GAA850 act: 1.4; HGIII-sPLA2 inh: 0.5; KLK7 zymogen act: 0.0; ASAP1 GAP inh: -4.8; ADAM10 inh: -5.5; Tn6 DDE FP: -1.1; rCAG binder: -2.7; ARFGAP1 inh: -5.9
Record of COc1ccc(C(=O)N/C(=C/c2cccs2)C(=O)NN)cc1OC = NPR1 activator: 0.3; NPR2 activator: -3.7; FXN GAA850 act: 1.0; HGIII-sPLA2 inh: 0.3; KLK7 zymogen act: -7.8; ASAP1 GAP inh: -11.1; ADAM10 inh: 6.3; Tn6 DDE FP: 3.4; rCAG binder: 11.4; ARFGAP1 inh: 9.1

(listing goes on)
SMILES	NPR1 activator	NPR2 activator	FXN GAA850 act	HGIII-sPLA2 inh	KLK7 zymogen act	ASAP1 GAP inh	ADAM10 inh	Tn6 DDE FP	rCAG binder	ARFGAP1 inh
COc1ccc(-n2c(-c3ccco3)nc3c(cnn3-c3ccccc3C)c2=O)cc1	-3.3	-2.9	0.6	2.8	-0.1	-6.6	1.2	6.0	-93.2	5.2
CNC(=O)Oc1ccc2c(c1)[C@]1(C)CCN(C)C1N2C (stereo not given in full)	1.8	3.9	2.1	-0.2	2.1	2.8	-16.3	-1.3	0.4	12.0
CCOc1ccc(-n2c(Cc3cc(=O)[nH]c(=O)[nH]3)nnc2SCc2cccnc2)cc1	1.5	-2.2	1.1	-18.4	-0.3	-15.6	-20.3	8.0	4.2	-13.4
CCN1CCN(c2nc3c(C)cccn3c(=O)c2/C=C(\C#N)S(=O)(=O)c2ccc(Cl)cc2)CC1	3.7	6.3	1.5	-13.1	2.0	-2.9	-114.3	1.5	-0.6	3.5
C=CCOC(=O)C1=C(C)NC(SCC(N)=O)=C(C#N)C1c1ccc(C)cc1 (stereo not given)	-11.9	-7.8	-2.0	1.6	1.4	-3.6	-5.0	-1.3	1.7	10.2
CC(C)(Oc1ccc(Cl)cc1)C(=O)Nc1ccc2oc(=O)ccc2c1	-5.1	-7.2	0.5	3.8	0.5	-4.3	-13.5	-5.9	-2.1	2.3
Cc1ccc(/C=c2/sc3nnc(-c4ccccc4Cl)n3c2=O)o1	2.7	-6.9	4.2	-4.6	0.3	16.9	0.8	2.2	20.1	-2.4
c1cnc2ccc(-n3ccnc3)cc2c1	-0.7	-0.4	/	0.7	0.0	19.1	-13.7	-2.0	1.6	2.5
O=C(Cn1c(=O)oc2cc(S(=O)(=O)N3CCCCCC3)ccc21)NC1CCCCCCC1	-0.9	-0.6	15.7*	-5.3	0.3	7.9	-1.3	0.5	4.6	-0.6
Cc1ccc(O)c(NC(=O)c2ccc3c(c2)C(=O)N(Cc2ccco2)C3=O)c1	0.7	3.5	-1.1	-2.3	0.1	-5.8	1.7	0.0	1.9	5.5
COc1ccc(CNC(=O)CC2(CC(=O)O)CCCCC2)cc1	0.3	1.8	-1.0	4.2	0.3	-6.6	-1.4	-1.9	-1.6	4.4
Cc1nc2c(-c3ccc(Cl)cc3)cnn2c2c1CCC2	-1.1	-10.9	2.1	6.2	-4.9	-10.4	-11.4	5.7	3.3	3.7
COc1ccc(CN2C(=O)CCCC2(C)c2nnnn2-c2c(C)cccc2C)cc1OC (stereo not given)	-1.4	-1.0	/	-7.6	-0.2	/	1.5	-5.6	3.1	/
CN(Cc1ccccc1)C(=O)C1CCC(CNS(=O)(=O)c2cccc3cccnc23)CC1 (stereo not given)	0.7	3.2	-4.4	-16.3	0.0	-13.2	-1.0	-1.3	-6.4	8.9
NS(=O)(=O)c1ccc(Nc2nc(-c3ccccc3)cs2)cc1	-1.8	-7.7	2.9	-28.0	-0.6	3.9	8.0	-6.7	15.1	-4.6
COc1cccc(C=NCCNC(=O)c2nonc2N)c1O	2.0	4.3	1.5	-1.8	0.5	5.0	1.7	6.2	-3.9	-16.3
Cc1ccc(S(=O)(=O)Oc2ccc(/C=C3\N=C(c4cccc(C)c4)OC3=O)cc2)cc1	-0.3	-3.6	-0.9	-7.8	-0.2	-1.6	2.9	-1.5	6.2	7.9
COc1cc(CC(=O)N2c3ccccc3N=C(c3ccccc3)C2C(=O)NCc2ccccc2)cc(OC)c1 (stereo not given)	-12.3	-6.1	/	0.5	0.0	1.8	-12.6	-6.8	7.5	16.0
O=C(NCc1cccnc1)c1cccc(S(=O)(=O)N2CCCCC2)c1	1.1	5.5	2.8	4.2	0.8	-14.3	-5.6	5.0	-3.1	-17.6
CCOC(=O)C1=C(COC(=O)c2ccc(Cl)cc2[N+](=O)[O-])NC(=O)NC1C (stereo not given)	-0.7	0.2	4.6	-6.8	0.5	-16.3	-0.5	-5.2	-1.1	-7.5
COc1ccc(N2CCN(C(=O)c3ccc4ccccc4n3)CC2)cc1	0.1	0.6	2.5	5.2	0.9	-6.1	-1.1	6.5	-5.6	-0.2
CCN1C(=O)C(CC(=O)Nc2c(C)cccc2C)SC1=Nc1ccc(S(N)(=O)=O)cc1 (stereo not given)	-2.5	3.5	-0.8	2.4	0.4	1.1	1.2	2.7	0.1	8.7
Cc1ccc2c(c1)C(=O)C(=O)N2c1ccc(Cl)cc1	-4.2	-4.1	-3.8	-3.8	0.1	1.4	-10.0	6.2	6.2	-8.5
CCN(CC)CCNC(=O)c1sc2ncn(CC(=O)Nc3ccc(C)c(Cl)c3)c(=O)c2c1C	1.2	-0.4	0.3	-9.1	-1.3	3.7	8.4	8.5	9.8	12.1
CCN(CC)c1ccc(N)cc1S(=O)(=O)Nc1ccccc1OC	5.1	1.6	-0.2	9.3	0.1	5.2	4.4	-2.3	2.9	2.4
O=C1NCCN1CCNc1nc(NCC2CC2)nc2cc(-c3ccccc3)sc12	8.1	-2.8	-0.3	1.7	-1.0	-3.9	-93.9	5.7	1.3	7.5
CNc1nccc(-c2ccc(Cl)cc2)c1C#N	2.2	-2.8	2.9	0.6	2.0	3.0	i	3.7	-2.7	0.5
COc1cc2c(cc1OC)CN(CC(=O)Nc1ccccc1SC)CC2	-1.6	8.2	3.4	0.1	-0.1	-2.0	-8.3	-2.9	-6.1	-6.1
CC(=O)Nc1c(C)nn(-c2ccc([N+](=O)[O-])cc2)c1C	3.8	6.3	0.6	4.6	-0.1	-0.3	1.3	0.3	-0.6	6.5
CSc1ccc(-c2nc(O)c3cnccn23)cc1	-5.8	2.5	0.4	-16.0	1.4	11.0	-18.1	6.5	-1.4	7.9
